# MEKK3 PB1 HTS – MEKK3-MEK5 PB1 interaction, increase or decrease; Q99759; bead-based flow cytometry, Alexa488-MEK5 binding to MEKK3; actives lie on both sides; 0 = blocked by unlabeled MEK5, 100 = vehicle; binding response (% of control), % at 10 µM; 1.4% of 290,000 active; AID 1529;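 active = binding response more than 3 SD above or below the average of its plate-row segment, actives on both sides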;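 also: Alexa488 bead fluorescence after subtracting the streptavidin-only scavenger bead signal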
# HCV NS3 hel inh – blocks Hepatitis C virus NS3 helicase unwinding | NS3 helicase DNA unwinding, Cy5 molecular beacon fluorescence | inhibition, % at 10.9 µM | 0.56% of 290,000 active | AID 1800;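 active = inhibition above the mean of all tested compounds plus 3 SD, set per campaign, cut at about 35% in these data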;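 also: 0% = DMSO wells and 100% = thioflavine S control wells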
#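 Test system: hepatitis C virus NS3 helicase domain fragment enzyme. Also added: annealed dual-labelled DNA beacon duplex, ATP-started. Timing: 60 min unwinding reaction at 25 °C after ATP addition. Technique: Cy5 fluorescence. Measure: % inhibition of unwinding.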
# UBC9 SUMO inh – blocks human SUMOylation mediated by UBC9. HTRF SUMOylation assay, SAE1/SAE2 + UBC9, in vitro. inhibition, % at 35 µM. 0.36% of 290,000 active; in the data active = inhibition above about 50%, passing the limit was not always enough; also: strong numbers were not always called active
# PHOSPHO1 block – blocks human PHOSPHO1 phosphatase activity | inhibition, % at 13.3 µM | Q8TCT1 | 1.1% of 290,000 active | recombinant PHOSPHO1, absorbance phosphatase assay; in the data active = inhibition above about 60%
# pCIP destab – compounds decreasing mouse p/CIP protein stability; Q05BA5; decrease of EGFP signal, % at 10 µM; AID 1984; 0.01% of 290,000 active; F442A p/CIP-EGFP cells, EGFP fluorescence, 16 h;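 active = EGFP signal decrease of at least 30% at 10 µM or well 3 SD below plate mean, unless failing retest; inactive = the rest, including hits failing retest or dose response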; also: some compounds called inactive have numbers as strong as hits; many of its hits are not listed in these tables
# VIM-2 inh – inhibitors of Pseudomonas aeruginosa VIM-2 metallo-beta-lactamase; AID 1527; inhibition, % at 5.6 µM; purified VIM-2, nitrocefin hydrolysis, epi-absorbance fluorescence; 0.89% of 290,000 active;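 active = inhibition above the mean of all tested compounds plus 3 SD, cutoff set per screening run, cut at about 7.5% in these data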;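 also: red hydrolysis product quenches plate fluorescence so inhibitors raise well fluorescence; 0% = enzyme with DMSO and 100% = DMSO without enzyme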
# DNA FID counter – displaces DNA intercalator in HCV helicase counter-screen | inhibition, % at 7.9 µM | 0.17% of 290,000 active | AID 1845 | DNA fluorescent intercalator displacement, fluorescence; in the data active = inhibition above about 37%;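 also: 0% = vehicle and 100% = reference compound; higher means more ethidium bromide displaced from hairpin DNA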
# IDE act – IDE (human) activation, cell-based | HEK cells, FAbeta-B cleavage, fluorescence polarization; 0% vehicle, 100% cell-free pure enzyme wells | activation, % at 5.96 µM | 0.073% of 340,000 active;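 active = activation above the mean of all tested compounds plus 3 SD, set per screening campaign, cut at about 17% in these data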
# Target sequence (P14735 whole entry, looked up): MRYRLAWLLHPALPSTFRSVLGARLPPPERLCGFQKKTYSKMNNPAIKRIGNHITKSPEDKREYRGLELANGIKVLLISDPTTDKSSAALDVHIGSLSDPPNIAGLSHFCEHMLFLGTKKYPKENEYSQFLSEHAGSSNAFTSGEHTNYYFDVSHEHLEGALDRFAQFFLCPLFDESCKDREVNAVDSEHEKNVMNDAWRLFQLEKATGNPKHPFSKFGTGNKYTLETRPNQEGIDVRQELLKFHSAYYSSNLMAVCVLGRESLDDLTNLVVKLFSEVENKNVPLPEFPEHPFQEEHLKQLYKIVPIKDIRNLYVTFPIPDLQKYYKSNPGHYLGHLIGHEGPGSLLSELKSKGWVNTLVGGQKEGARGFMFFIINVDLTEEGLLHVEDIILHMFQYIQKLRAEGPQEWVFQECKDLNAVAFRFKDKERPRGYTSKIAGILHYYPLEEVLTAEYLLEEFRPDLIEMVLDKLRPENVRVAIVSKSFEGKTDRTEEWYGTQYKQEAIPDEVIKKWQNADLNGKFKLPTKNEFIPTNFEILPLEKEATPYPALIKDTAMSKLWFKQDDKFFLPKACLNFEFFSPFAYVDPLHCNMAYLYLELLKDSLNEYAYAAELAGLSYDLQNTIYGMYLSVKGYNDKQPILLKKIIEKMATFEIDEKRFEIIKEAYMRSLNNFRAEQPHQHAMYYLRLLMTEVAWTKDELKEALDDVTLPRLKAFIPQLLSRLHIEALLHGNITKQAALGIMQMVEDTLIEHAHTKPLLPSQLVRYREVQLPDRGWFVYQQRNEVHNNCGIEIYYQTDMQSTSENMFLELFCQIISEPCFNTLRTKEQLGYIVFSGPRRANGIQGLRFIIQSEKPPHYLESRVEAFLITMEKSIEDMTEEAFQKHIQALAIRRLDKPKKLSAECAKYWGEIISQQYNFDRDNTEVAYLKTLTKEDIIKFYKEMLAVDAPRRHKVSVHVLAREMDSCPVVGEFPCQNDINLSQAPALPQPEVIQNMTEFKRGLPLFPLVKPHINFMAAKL
# IMP-1 inhibitor – inhibitors of Pseudomonas aeruginosa IMP-1 metallo-beta-lactamase. purified IMP-1, nitrocefin hydrolysis, epi-absorbance fluorescence. inhibition, % at 5.6 µM. 0.45% of 290,000 active;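 active = inhibition above the mean plus 3 SD of all compounds in the same screening run, cut at about 4.5% in these data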;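 also: 0% = IMP-1 with DMSO and 100% = DMSO wells lacking enzyme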
#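 System – purified recombinant IMP-1 beta-lactamase · Input – IMP-1 dispensed at 0.2 nM · Timing – 15 min preincubation plus 25 min reaction at 25 °C · Signal – Epi-absorbance fluorescence, 480 nm excitation, 530 nm emission · Measure – percent IMP-1 inhibition derived from blank-referenced optical density · Controls – Enzyme-plus-DMSO low control, enzyme-free DMSO high control · Replication – singlicate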
# The depositor's hits bear a star; / = no result given; [ ] = dose if it differs, or a comment. These rows are one share of the data. The share of hits here may be higher or lower than overall.
compound	MEKK3 PB1 HTS	HCV NS3 hel inh	UBC9 SUMO inh	PHOSPHO1 block	pCIP destab	VIM-2 inh	DNA FID counter	IDE act	IMP-1 inhibitor
CCCCc1cc(=O)oc2cc(OCc3nn[nH]n3)c(Cl)cc12	102	29	8	-21	-3	-3.7	-34	4	-1.1
CCn1cc(C(=O)NCC2CCCO2)c2cc(OC)c(OC)cc2c1=O (configuration not stated)	83	-2	6	-7	-6	-1.5	-9	5	-2.1
Cc1cccc(N2CCN(C(=O)c3ccccn3)CC2C)c1 (configuration not stated)	84	-15	14	-26	-14	-2.5	-7	1	-2.1
Cc1ccc(-n2cccn2)c(CN2CCC(CO)(CCc3ccccc3)CC2)c1	109	-4	6	32	4	-2.5	9	1	-0.3
O=c1/c(=C\c2ccc(F)cc2)sc2n1CCCN=2	98	-5	14	28	-7	-0.9	-2	5	-1.8
Cc1ccc(C(=O)N/C(=C\c2ccc3c(c2)OCO3)C(=O)Nc2ccc(C(=O)O)cc2)cc1	106	15	16	2	-15	-3.1	-32	2	-2.6
CCOc1ccc(NC(=O)CC2C(=O)N(c3ccccc3)C(=S)N2Cc2ccccn2)cc1 (configuration not stated)	1.0*[inhibitor]	-16	-20	28	-14	-2.0	-15	-1	-2.2
CC(=O)Nc1nc(C(=O)O)cs1	93	-5	-1	28	3	-1.6	13	0	-5.0
CCCCn1c(SCC(=O)Nc2nnc(C)s2)nc2c1c(=O)n(C)c(=O)n2C	92	2	21	20	-5	-1.0	-4	1	-0.9
Nc1cccc([N+](=O)[O-])c1	101	-4	-14	1	0	0.7	-1	2	0.9
CCOC(=O)C1CCN(c2ncnc3cc(OC)c(OC)cc23)CC1	92	18	18	42	-15	-1.5	-15	7	-2.7
COC(=O)C(C)(C(=O)OC)c1ccc([N+](=O)[O-])cn1	108	1	-3	7	-1	-1.2	5	17	-2.1
CNS(=O)(=O)c1cccc(C(=O)OCc2cc(C(C)=O)ccc2OC)c1	99	-17	-9	5	3	0.3	-11	2	-1.3
COc1ccc(S(=O)(=O)NCCc2ccccc2)c2cccnc12	99	5	17	27	10	-1.8	-6	2	-1.5
CCCCNC(=S)Nc1cccc(C(C)=O)c1	96	-4	2	-6	-16	2.4	-5	1	-0.5
O=C(c1ccc(N2CCN(C(=O)c3ccc(F)cc3F)CC2)cc1)c1cccc(F)c1	103	-3	5	22	-26	0.5	-41	-1	-0.8
Nc1c(C(=O)N/N=C/c2ccc([N+](=O)[O-])cc2)sc2nnc(-c3ccccc3)c(-c3ccccc3)c12	95	2	2	-7	-5	0.7	1	/	-2.9
CCN(CC)S(=O)(=O)c1ccc(C)c(NC(=O)COC(=O)c2ccc(C)c(S(=O)(=O)N3CCOCC3)c2)c1	94	4	5	44	5	-2.6	-2	2	-6.2
COc1ccc(C(=O)c2c[nH]c(C(=O)NCc3cccnc3)c2)cc1	102	-3	9	-19	2	-1.0	-3	-1	-0.8
Clc1ccc(CNc2nc(N3CCOCC3)nc(N3CCOCC3)n2)cc1	101	-8	-13	16	4	0.4	-30	0	-1.2
Cc1ccn(C)c(=N)c1	104	2	14	12	0	0.3	-3	-3	-2.0
Cc1cc(N2CCN(Cc3cn(C)nc3-c3ccccc3F)CC2)cc(C)n1	104	-8	14	31	-4	-1.0	15	6	-2.2
COc1ccccc1NC(=O)CSc1nc(O)cc(=O)[nH]1	104	8	1	-10	-3	-1.9	-27	3	-2.2
COc1ccc(Cc2noc(CN(C)CC3CCN(Cc4ccccc4)CC3)n2)cc1OC	85	10	14	24	-10	-2.2	-8	2	-1.1
Cc1nc(C(=O)NNC(=O)c2ccccc2)c(C(F)(F)F)o1	101	7	7	20	-12	-3.6	-1	-2	-2.4
Cc1c(NC(=O)CSc2nnc(Nc3ccccc3)s2)c(=O)n(-c2ccccc2)n1C	107	3	9	-9	2	-1.8	-17	-2	-2.9
CCn1c2ccccc2c2cc(/C=N/NC(=O)c3cc(O)cc(O)c3)ccc21	99	16	2	16	-25	-2.8	-7	-4	-1.7
COc1ccc2c(c1)CC/C2=N\OC(=O)c1cccc(C)c1	117	-4	-8	22	-17	-2.5	-6	-4	-4.1
O=C(CSc1n[nH]c(-c2ccccc2)n1)Nc1ccccc1O	99	-2	9	38	3	-2.1	-3	-1	-2.8
COC(=O)Cc1ccc(NC(=S)NCc2ccc(Cl)cc2)cc1	108	-1	6	-12	3	-1.3	-12	6	-2.6
CCCn1c(SCC(=O)Nc2nc(C)c(C(=O)OC)s2)nnc1C(C)C	101	2	-16	1	3	-3.6	-24	0	-4.9
O=C(Nc1ncc([N+](=O)[O-])s1)C1COc2ccccc2O1 (configuration not stated)	104	6	7	19	9	-4.8	8	-1	-2.1
COc1ccc(-c2c3c(=O)n(C)c(=O)n(C)c3cn2-c2cc(OC)ccc2OC)cc1	110	-8	13	12	-16	-2.6	-22	2	-3.9
COc1ccccc1N1CCN(CCCNC(=O)Nc2ccccc2)CC1	96	-15	10	-6	-8	-0.6	16	-1	-0.4
COc1ccc(-c2nc3c4ccccc4ccn3c2CN2CCOCC2)cc1OC	106	-5	18	17	-8	-0.9	-26	4	-3.3
COCCn1c(N)c(N(Cc2ccccc2)C(=O)c2cc3ccccc3o2)c(=O)[nH]c1=O	94	0	4	52	8	-0.8	-9	-2	-0.3
CN1CCN(S(=O)(=O)c2ccc(NC(=O)c3ccco3)cc2)CC1	102	1	-1	-12	-12	-2.6	3	3	-2.0
Cc1cc(C)cc(-c2nc(-c3ccncc3)no2)c1	105	3	16	-23	-4	0.8	0	6	-3.1
COc1ccc(/C=C2/Sc3ccc(C(=O)NCCCN4CCOCC4)cc3NC2=O)cc1OC	100	-23	17	11	-8	22*	32	6	-4.0
Cc1ccc(-c2nc(-c3ccccn3)no2)cc1[N+](=O)[O-]	108	-1	12	12	2	0.2	-2	0	-2.0
COC(=O)[C@H](C)NC(=O)Nc1ccc(S(N)(=O)=O)cc1	95	-3	22	0	-12	-3.0	2	-2	-3.4
COc1ccc(OCC(=O)N2CCN(C(=O)c3ccco3)CC2)cc1	97	-2	-4	-1	-2	-3.2	-4	-3	-1.7
CSc1nc(N2CCOCC2)c2c(c1C#N)CC(C)(C)OC2	102	8	7	12	-6	-2.1	-11	-6	-0.1
CC(C)C1COC(c2cccc3ccccc23)=N1 (configuration not stated)	105	-12	-4	1	17	-1.6	0	1	-1.9
Cn1c(NC(=O)/C=C/c2ccccc2)cc(=O)n(C)c1=O	95	1	-6	-1	-30	-2.7	6	-2	0.2

# Some of the entries above, set out differently.
# Fields – MEKK3 PB1 HTS	HCV NS3 hel inh	UBC9 SUMO inh	PHOSPHO1 block	pCIP destab	VIM-2 inh	DNA FID counter	IDE act	IMP-1 inhibitor
> CCCn1c(SCC(=O)Nc2nc(C)c(C(=O)OC)s2)nnc1C(C)C
 : 101	2	-16	1	3	-3.6	-24	0	-4.9
> O=C(Nc1ncc([N+](=O)[O-])s1)C1COc2ccccc2O1 (configuration not stated)
 : 104	6	7	19	9	-4.8	8	-1	-2.1
> COc1ccc(-c2c3c(=O)n(C)c(=O)n(C)c3cn2-c2cc(OC)ccc2OC)cc1
 : 110	-8	13	12	-16	-2.6	-22	2	-3.9
> COc1ccccc1N1CCN(CCCNC(=O)Nc2ccccc2)CC1
 : 96	-15	10	-6	-8	-0.6	16	-1	-0.4
> COc1ccc(-c2nc3c4ccccc4ccn3c2CN2CCOCC2)cc1OC
 : 106	-5	18	17	-8	-0.9	-26	4	-3.3
> COCCn1c(N)c(N(Cc2ccccc2)C(=O)c2cc3ccccc3o2)c(=O)[nH]c1=O
 : 94	0	4	52	8	-0.8	-9	-2	-0.3
> CN1CCN(S(=O)(=O)c2ccc(NC(=O)c3ccco3)cc2)CC1
 : 102	1	-1	-12	-12	-2.6	3	3	-2.0
> Cc1cc(C)cc(-c2nc(-c3ccncc3)no2)c1
 : 105	3	16	-23	-4	0.8	0	6	-3.1
> COc1ccc(/C=C2/Sc3ccc(C(=O)NCCCN4CCOCC4)cc3NC2=O)cc1OC
 : 100	-23	17	11	-8	22*	32	6	-4.0
> Cc1ccc(-c2nc(-c3ccccn3)no2)cc1[N+](=O)[O-]
 : 108	-1	12	12	2	0.2	-2	0	-2.0
> COC(=O)[C@H](C)NC(=O)Nc1ccc(S(N)(=O)=O)cc1
 : 95	-3	22	0	-12	-3.0	2	-2	-3.4
> COc1ccc(OCC(=O)N2CCN(C(=O)c3ccco3)CC2)cc1
 : 97	-2	-4	-1	-2	-3.2	-4	-3	-1.7

# More structures
compound	MEKK3 PB1 HTS	HCV NS3 hel inh	UBC9 SUMO inh	PHOSPHO1 block	pCIP destab	VIM-2 inh	DNA FID counter	IDE act	IMP-1 inhibitor
COc1ccccc1CNC(=O)Cn1ccc2cc(S(=O)(=O)N3CCCC3)ccc21	99	0	4	22	-8	-1.4	-37	2	-1.4
O=C(NC1=NCCS1)c1sc2cc(F)ccc2c1Cl	98	-2	0	21	2	-0.4	6	4	-1.4
Cc1cc(-c2csc(NC(=O)c3ccc(=O)[nH]c3)n2)c(C)n1Cc1ccccc1	102	74*	59	-127	-7	-5.3	-21	5	-2.6
Cc1ccc(C)c(OCc2cc(C(=O)N3CCN(c4ccccc4)CC3)no2)c1	98	-8	-5	-2	-8	-1.6	-43	-2	-1.4
COc1ccc(CNC(=O)c2cccnc2SC)cc1OC	101	-3	0	-22	6	0.0	-1	0	-0.2
O=C(Nc1ccc(S(=O)(=O)N2CCOCC2)cc1)C1CCCCC1	101	5	9	-18	-3	-5.0	-4	-2	-4.8
CCCCN(CC)C(=O)c1ccccc1Oc1ccccc1	91	2	-18	-7	0	-3.4	-23	-1	-3.8
Cc1ccccc1C(=O)OC1OC(=O)C(Cl)=C1Nc1ccccc1 (configuration not stated)	96	12	0	24	2	-1.2	-9	/	-3.2
COc1ccc(N2C(=O)C3CCCCC3C2=O)cc1NC(=O)c1ccccc1 (configuration not stated)	101	-6	9	32	-7	-4.0	-14	2	-2.5
Cc1ccc(N=Nc2c(N)n[nH]c2N)cc1	98	-2	-1	/	2	-1.7	-13	5	-4.1

# Compound activity as filed in PubChem BioAssay.
